Source: PubChem BioAssay (National Center for Advancing Translational Sciences (NCATS))
GAA glycogen – qHTS Assay for Inhibitors and Activators of Human alpha-Glucosidase Cleavage of Glycogen. Lysosomal alpha-glucosidase (Homo sapiens), P10253. recombinant GAA, glycogen substrate, Amplex Red glucose oxidase fluorescence. Potency, µM (doses to about 76.4 µM), inactives show at the highest dose activity change, negative = inhibition, usual class: inhibitors. 300,000 tested, 0.38% active;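 further: 0% = full enzyme reaction and -100% = no-enzyme basal signal; the screen sought inhibitors and activators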
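Recombinant human enzyme (4 nM); glycogen substrate; 37 C, 40 min, pH 5.0. Readout: coupled glucose oxidase/Amplex Red fluorescence.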
Tau fluor cs – Counterscreen qHTS for Inhibitors of Tau Fibril Formation, Fluorescence Polarization; tau K18 P301L Alexa594 fluorescence, heparin fibrillization; Potency, µM (highest dose often 57.7 µM), inactives show at the top dose activity change, negative = decrease; 280,000 tested, 0.93% active; further: on the % scale 0 is the no-effect control and ±100 the full control effect; nearly all actives have a fitted effect of over 55% in size
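Human tau K18 P301L (15 uM unlabeled, 0.24 uM Alexa 594-labeled) in 100 mM sodium acetate pH 7 with 20 uM heparin, 6 hr at 37 C. ThT 30 uM added, 1 hr ambient; Alexa 594 FP and total fluorescence read at 555/632 nm.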
Epigenetic reg – Quantitative High-Throughput Screen for Regulators of Epigenetic Control. 280,000 tested, 0.2% active. murine LDR cells, GFP reporter derepression, 30 h. Potency, µM (series often up to 53.9 µM), for the others: top-dose GFP activation, hits mostly activators; further: % of control where 0% means no effect; nearly all actives have a fitted effect of over 60% in size
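Reporter derepression read as number of fluorescent GFP-positive objects, 20-120 um in size, counted by laser-scanning cytometer. Mouse LDR line with an epigenetically silenced CMV-GFP locus; compound incubation 30 h, 37 C.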
* = called active by the depositor; ? = inconclusive; & = joins results of further samples; [ ] = remark or other dose. The call rests on the fitted dose curve; in most records, active means well fitted curve in the direction sought with a large enough effect; inconclusive means small, poorly fitted or top-dose-only effect, or another doubt; inactive means no such curve, though single readings can be large; an effect the other way counts as inactive or inconclusive. Potency means the concentration at half of the fitted maximal effect. These rows are one share of the data; count on the stated rates, not on these rows.

SMILES	GAA glycogen	Tau fluor cs	Epigenetic reg
O=C(Cn1cc(S(=O)(=O)Cc2cccc(Cl)c2)c2ccccc21)Nc1ccccc1C(F)(F)F	13.2%[76.3 µM]	-6.3%	0.0%
COc1cccc(NC(=O)CSc2nnc(-c3cccc(OC)c3)o2)c1	9.9%[76.3 µM]	-0.9%	1.6%
Cc1cc(C)cc(NC(=O)Cn2c(C(F)(F)F)nc3ccccc32)c1	13.3%[76.3 µM]	-12.8%	10.0%
CCCN(CCC)C(=O)CSc1nnc2cc(C)c3ccccc3n12	1.3%[76.3 µM]	-9.7%	9.7%
Cc1ccc2c(CC(=O)Nc3nnc(C(C)C)s3)coc2c1C	-5.1%[76.3 µM]	3.4%	0.0%
Cc1cccc(-c2nc(CN3CCCC(C(=O)NCCc4ccc(Cl)cc4)C3)c(C)o2)c1 (centres undefined)	-3.3%[76.3 µM]	-14.9%	0.0%
c1coc(-c2nc3n(n2)C2(CCCCC2)[C@@H]2CCCC[C@@H]2N3)c1	-2.5%[76.3 µM]	-4.9%	0.0%
COc1ccc(S(=O)(=O)c2nnn(-c3cc(Cl)c(OC)cc3OC)c2C)cc1	-5.6%[76.3 µM]	?	-1.1%
O=C(Cn1ncc2c1-c1ccccc1OC2)N1CCN(c2ccccc2F)CC1	-15.2%[76.3 µM]	-4.0%	0.0%
Cc1c2cnn(CC(=O)NCc3ccc(F)cc3)c(=O)c2c(C)n1Cc1ccccc1F	14.3%[76.3 µM]	-3.3%	4.2%
CC(NC(=O)c1c(O)nc2ccccn2c1=O)c1ccccc1 (centres undefined)	-15.5%[76.3 µM]	-8.8%	0.1%
Clc1cccc(N2CCN(c3nc4ccccc4c4nc(-c5ccccc5)nn34)CC2)c1	-16.7%[76.3 µM]	-5.3%	0.0%
Cc1cc(C)n2nc(CNC(=O)c3ccc(Cl)cc3)nc2n1	7.8%[76.3 µM]	14.6%	2.9%
CN1C(=O)c2ccccc2Sc2ccc(NC(=O)NCc3ccc(Cl)cc3)cc21	-2.8%[76.3 µM]	-5.0%	-8.5%
Brc1cccc(-c2nnn3c2nc(N2CCCCC2)c2ccccc23)c1	-7.4%[76.3 µM]	-18.8%	5.6%
COc1ccc(NC(=O)c2cc3nc(-c4ccc(C)c(C)c4)cc(C(F)(F)F)n3n2)cc1	18.5%[76.3 µM]	-15.5%	1.0%
O=c1c2c(-c3ccc(Cl)cc3)ccnc2[nH]n1-c1ccccc1	4.2%[76.3 µM]	-16.7%	-1.1%
CCC(Cn1nnc2ccccc2c1=O)NC(=O)Nc1cccc(Cl)c1 (centres undefined)	13.7%[76.3 µM]	-8.8%	1.1%
COc1cccc(CNC(=O)c2cc3cc(C)ccc3n2C)c1	16.2%[76.3 µM]	-7.8%	-2.4%
COc1ccc(OC)c(CCNC(=O)CCCn2c(=O)c3cccn3c3ccccc32)c1	-5.9%[76.3 µM]	-14.0%	1.1%
Cc1cccc(C(=O)Nc2ccc3nc(SCC(=O)N4CCc5ccccc54)sc3c2)c1	10.2%[76.3 µM]	?	-3.2%
Cc1nc2c(c(C)nn2-c2ccccc2)c(C)c1CCC(=O)Nc1ccc(F)cc1	13.5%[76.3 µM]	-21.9%	11.2%
CC(C)Sc1ncc(Cl)c(C(=O)Nc2ccc(S(=O)(=O)N3CCCCC3C)cc2)n1 (centres undefined)	-12.7%[76.3 µM]	-25.2%	-2.6%
Cc1ccccc1NC(=O)NCCCN1CCN(c2ccccc2F)CC1	14.6%[76.3 µM]	-9.3%	-0.6%
CCOc1c(CNCCSc2nnnn2C)cccc1OC	5.0%[76.3 µM]	-13.5%	0.8%
CC(=O)c1ccc(NC(=O)c2noc3c2CSc2ccccc2-3)cc1	-7.8%[76.3 µM]	-5.1%	0.7%
CCOc1ccccc1N(CC)C(=O)c1ccc2c(=O)n3c(nc2c1)CCCCC3	-10.8%[76.3 µM]	8.1%	3.2%
Cc1ccc(C(=O)CSc2nc(-c3ccccc3)nc3c2CCCC3)c(C)c1	-1.7%[76.3 µM]	-14.1%	-1.1%
COc1ccc(NC(=O)Cn2c(=O)n(Cc3ccco3)c(=O)c3cc(OC)c(OC)cc32)cc1	-3.7%[76.3 µM]	-13.1%	2.9%
Cc1ccc(NC(=O)Cn2c(=O)oc3cc(S(=O)(=O)N4CCCCC4)ccc32)c(C)c1	3.9%[76.3 µM]	-1.9%	0.0%
Cc1sc2ncn(CC(=O)N(C)c3cccc(C(F)(F)F)c3)c(=O)c2c1S(=O)(=O)N1CCN(c2ncccn2)CC1	-20.0%[76.3 µM]	-16.8%	-0.9%
CCOc1ccc(-n2c(=O)c3c(C)c(C)sc3n(CC(=O)NCCc3ccccc3)c2=O)cc1	-7.9%[76.3 µM]	3.1%	-0.9%
CCN(CCCNC(=O)CSc1cc(=O)n(CC)c2ccccc12)c1cccc(C)c1	-17.2%[76.3 µM]	-29.5%	0.0%
CCN(CC)C(=O)C1CCN(C(=O)c2cnn(-c3ccccc3)c2-n2cccc2)CC1	-26.9%[76.3 µM]	-0.5%	-0.7%
CCC(=O)N1CCc2cc(S(=O)(=O)NC(CC(C)C)C(=O)Nc3cc(C)ccc3OC)ccc21 (centres undefined)	-3.8%[76.3 µM]	-19.2%	1.8%
Cc1ccc(/C=C/C(=O)N2CCC(c3nc4ccccc4o3)CC2)cc1	-3.2%[76.3 µM]	9.3%	-1.6%
CCOc1ccc(NC(=O)CSc2nc3c(c(=O)[nH]2)CCCC3)cc1	9.4%[76.3 µM]	-9.6%	2.0%
N#C/C(=C/c1ccc(Cl)cc1Cl)c1nc2ccccc2c(=O)[nH]1	13.6%[76.3 µM]	7.7%	0.8%
COc1ccc(C(CNC(=O)c2oc3ccc(Cl)cc3c2C)N2CCCCC2)cc1 (centres undefined)	3.4%&-7.3%[76.3 µM]	-21.8%	-0.1%
COc1ccc(CCNC(=O)CCCCn2c(=O)c3ccccc3n(Cc3cc(C)ccc3C)c2=O)cc1OC	3.6%[76.3 µM]	-11.7%	-0.9%
Cc1ccn2c(Nc3ccccc3)c(-c3c[nH]c4ccccc34)nc2c1	?	11.2µM*[quencher]	-0.9%
Clc1cccc(CNCCCSc2nnnn2-c2ccccc2)c1	-1.6%[76.3 µM]	-9.2%	0.0%
COc1cccc(CNS(=O)(=O)c2c(C)nc3scc(C)n3c2=O)c1	5.8%&18.8%[76.3 µM]	-2.9%	-0.5%
CCOC(=O)C1=C(CN2CCCCC2)NC(=O)NC1c1ccc(C)cc1 (centres undefined)	-1.8%[76.3 µM]	-5.8%	-2.9%
O=C(Nc1cccc(-c2nc3ccccc3[nH]2)c1)c1c(F)cccc1F	15.8%[76.3 µM]	?	0.0%
COc1cc(C(=O)Nc2cc(C)c(O)c(-c3nc4ccccc4s3)c2)cc(OC)c1OC	7.3%[76.3 µM]	-27.7%	1.1%
Cc1ccc(C)c(-n2c(N)c(C#N)c3nc4ccccc4nc32)c1	-0.8%[76.3 µM]	3.7%	1.6%
O=C(c1ccc(Cl)cc1)c1cn(Cc2ccccc2)c2cc3c(cc2c1=O)OCCO3	10.8%[76.3 µM]	-1.7%	0.0%
COc1ccc(NC(=O)CN(c2ccc(C)cc2)S(=O)(=O)c2cccs2)cc1	-2.7%[76.3 µM]	-12.7%	?
CC1=Nc2cc(C(=O)NC3CCCC3)ccc2Sc2ccc(Br)cc21	12.4%[76.3 µM]	-6.8%	10.7%
COc1ccc(NC(=O)CN2C(=O)COc3ccc(S(=O)(=O)N4CCCCC4)cc32)cc1OC	0.5%[76.3 µM]	-20.2%	3.2%
COc1ccc(CCNC(=O)Cn2nnc(-c3ccc(C(F)(F)F)cc3)n2)cc1OC	-11.3%[76.3 µM]	-5.2%	0.8%
Cc1ccc(CN(C(=O)c2ccccc2Br)C2CCS(=O)(=O)C2)o1 (centres undefined)	-3.8%[76.3 µM]	0.1%	-1.9%
CCCSCCCNC(=O)Cn1c(-c2cccs2)cc2ccccc21	2.4%[76.3 µM]	-22.1%	0.8%
COc1cc(NC(=O)c2ccc3c(Cl)c4c(nc3c2)CCC4)cc(OC)c1OC	-12.1%[76.3 µM]	-27.3%	8.0%
CCc1cccc(C)c1NC(=O)C1CCN(S(=O)(=O)c2cccc3nonc23)CC1	2.0%[76.3 µM]	-19.1%	-0.7%
Cc1cc(C)n2nc(CNC(=O)c3c(F)cccc3F)nc2n1	14.7%[76.3 µM]	-2.8%	-3.2%
CC(C)c1cccc(C(C)C)c1NC1=NS(=O)(=O)c2ccccc21	-6.0%[76.3 µM]	-3.9%	0.1%
CCOC(=O)C1CCCN(C(=O)c2ccc3c(c2)N(Cc2ccccc2F)C(=O)c2ccccc2S3=O)C1 (centres undefined)	-0.1%[76.3 µM]	-14.2%	-1.1%
CC1CN(C(=O)CCC(=O)NCc2cccc(Cl)c2)c2ccccc2S1 (centres undefined)	-2.3%[76.3 µM]	?	0.0%

Other structures follow:
SMILES	GAA glycogen	Tau fluor cs	Epigenetic reg
COc1ccc(Cl)cc1NC(=O)c1nnn(Cc2cccc(C(F)(F)F)c2)c1N	-3.6%[76.3 µM]	?	5.6%
CCOC(=O)CNC(=O)c1cc2c(=O)oc3ccccc3c2s1	16.2%[76.3 µM]	-7.0%	0.2%
Cc1ccc(NC(=O)c2ccc3c(O)c(S(=O)(=O)c4ccccc4)c(=O)[nH]c3c2)cc1Cl	1.0%[76.3 µM]	-10.1%	-2.8%
COc1cccc(N2CCN(C(=O)C3CCN(S(=O)(=O)c4ccc5c(c4)oc(=O)n5C)CC3)CC2)c1	4.8%[76.3 µM]	-18.7%	-1.4%
O=C1c2[nH]nc(-c3ccccc3O)c2C(c2ccccc2F)N1Cc1cccnc1 (centres undefined)	-3.4%[76.3 µM]	-2.3%	-0.4%
CCOC(=O)c1c(C)c(-c2ccccc2)n(CC(=O)Nc2cc(OC)cc(OC)c2)c1C	-7.7%[76.3 µM]	?	6.8%
CCc1ccccc1NC(=O)Cn1ccn(-c2cc(C)cc(C)c2)c(=O)c1=O	-21.8%[76.3 µM]	-6.8%	0.0%
COc1ccc(C(CNC(=O)c2ccc(C)cc2)N2CCOCC2)cc1 (centres undefined)	-3.7%[76.3 µM]	-3.6%	-3.2%
CCOc1ccc(OCC)c(NC(=O)CCc2nc3cccnc3n2Cc2cccs2)c1	?	-26.4%	-3.7%
CCOC(=O)c1c(NC(=O)C(C)Sc2cn(CCNC(=O)c3ccc(OCC)cc3)c3ccccc23)sc2c1CCC2 (centres undefined)	7.9%[76.3 µM]	-22.8%	-1.1%
CCOC(=O)CSc1nc(-c2ccc(F)cc2)cc(C(F)(F)F)c1C#N	5.0%[76.3 µM]	-7.1%	9.6%
O=C1Nc2c(c(=O)[nH]c(=O)n2-c2ccc(F)cc2)C1(NS(=O)(=O)c1ccc(Cl)cc1)C(F)(F)F (centres undefined)	17.2%[76.3 µM]	-13.8%	0.8%
Cc1ccccc1C(=O)Nc1ccc2nc(N3CCCCC3)cc(C)c2c1	4.7%[76.3 µM]	?	0.4%
O=C(O)CCC(=O)N1CCc2cc(S(=O)(=O)NCc3ccc(F)cc3)ccc21	-7.8%[76.3 µM]	1.3%	1.9%
CC(=O)Nc1ccc2nc(-c3cc(C)ccc3C)[nH]c2c1	-12.7%[76.3 µM]	2.3%	-1.6%
CCOc1ccccc1NC(=O)c1ccc2c(Cl)c3c(nc2c1)CCCC3	16.3%[76.3 µM]	-3.6%	-1.1%
O=C(CN1C(=O)C(c2ccc(F)cc2)=NC12CCCCCC2)Nc1ccc(F)c(Cl)c1	4.1%[76.3 µM]	-28.7%	4.1%
COc1cccc(-c2nc(SCC(=O)Nc3ccc4c(c3)OCCO4)c(-c3ccccc3)[nH]2)c1	2.9%[76.3 µM]	5.62µM*[quencher]	2.5%
Cn1c(=O)cc(SCC(=O)N2CCN(c3ccc(F)cc3)CC2)c2ccc(Cl)cc21	7.0%[76.3 µM]	-10.2%	2.9%
COc1cc(/C=C/c2nc(C#N)c(NCCc3ccccc3)o2)cc(OC)c1OC	?	?	-3.4%

4 structures already listed, sorted by SMILES length, ascending:
SMILES	GAA glycogen	Tau fluor cs	Epigenetic reg
CC(=O)Nc1ccc2nc(-c3cc(C)ccc3C)[nH]c2c1	-12.7%[76.3 µM]	2.3%	-1.6%
O=C(O)CCC(=O)N1CCc2cc(S(=O)(=O)NCc3ccc(F)cc3)ccc21	-7.8%[76.3 µM]	1.3%	1.9%
Cn1c(=O)cc(SCC(=O)N2CCN(c3ccc(F)cc3)CC2)c2ccc(Cl)cc21	7.0%[76.3 µM]	-10.2%	2.9%
COc1cccc(-c2nc(SCC(=O)Nc3ccc4c(c3)OCCO4)c(-c3ccccc3)[nH]2)c1	2.9%[76.3 µM]	5.62µM*[quencher]	2.5%
